Screens (PubChem)
Rtt109 Vps75: C. albicans Rtt109 histone acetyltransferase inhibition. Q5AAJ8. purified Rtt109/Vps75, ThioGlo CoA-SH fluorescence, 4 h. inhibition, % at 34.9 µM. 330,000 tested, 0.16% active. AID 540336;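 active means inhibition of at least 50% in every replicate; inconclusive means best replicate reaches 50% inhibition but some replicates fall short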
Target sequence (Q5AAJ8 whole entry, looked up): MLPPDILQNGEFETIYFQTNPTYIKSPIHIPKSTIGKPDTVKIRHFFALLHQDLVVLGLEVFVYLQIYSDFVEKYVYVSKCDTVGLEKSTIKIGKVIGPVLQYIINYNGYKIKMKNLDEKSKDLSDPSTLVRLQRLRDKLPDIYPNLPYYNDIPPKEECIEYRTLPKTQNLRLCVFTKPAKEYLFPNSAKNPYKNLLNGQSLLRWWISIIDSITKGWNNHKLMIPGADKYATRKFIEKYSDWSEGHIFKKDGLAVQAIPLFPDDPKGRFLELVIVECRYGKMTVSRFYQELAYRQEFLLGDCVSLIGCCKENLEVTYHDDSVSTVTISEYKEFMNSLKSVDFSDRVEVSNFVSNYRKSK
PfHsp90 yeast 2: reduces growth (ATP signal) of yeast expressing P. falciparum Hsp90; S. cerevisiae expressing PfHsp90, BacTiter-Glo ATP, 48 h; yeast lacking PDR1 and PDR3 efflux regulators; inhibition, % at 9.4 µM; 310,000 tested, 0.32% active;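 active means every replicate shows inhibition above about 80%, whatever the replicate mean, limit read from the data; inconclusive means mean inhibition reaches the set limit but some replicate falls short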;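 further: 0% = DMSO neutral controls and 100% = 20 µM radicicol positive controls; yeast relying on Plasmodium falciparum Hsp90 in place of its own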
DAGLB inhibitor: blocks human DAGLB lipase activity; inhibition, % at 5.17 µM; Q8NCG7; HEK293T DAGLB membrane lysate, EnzChek fluorogenic substrate; 340,000 tested, 0.059% active; in the data active means inhibition above about 34%;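 further: 0% = enzyme with vehicle and 100% = wells lacking enzyme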
Target sequence (Q8NCG7 whole entry, looked up): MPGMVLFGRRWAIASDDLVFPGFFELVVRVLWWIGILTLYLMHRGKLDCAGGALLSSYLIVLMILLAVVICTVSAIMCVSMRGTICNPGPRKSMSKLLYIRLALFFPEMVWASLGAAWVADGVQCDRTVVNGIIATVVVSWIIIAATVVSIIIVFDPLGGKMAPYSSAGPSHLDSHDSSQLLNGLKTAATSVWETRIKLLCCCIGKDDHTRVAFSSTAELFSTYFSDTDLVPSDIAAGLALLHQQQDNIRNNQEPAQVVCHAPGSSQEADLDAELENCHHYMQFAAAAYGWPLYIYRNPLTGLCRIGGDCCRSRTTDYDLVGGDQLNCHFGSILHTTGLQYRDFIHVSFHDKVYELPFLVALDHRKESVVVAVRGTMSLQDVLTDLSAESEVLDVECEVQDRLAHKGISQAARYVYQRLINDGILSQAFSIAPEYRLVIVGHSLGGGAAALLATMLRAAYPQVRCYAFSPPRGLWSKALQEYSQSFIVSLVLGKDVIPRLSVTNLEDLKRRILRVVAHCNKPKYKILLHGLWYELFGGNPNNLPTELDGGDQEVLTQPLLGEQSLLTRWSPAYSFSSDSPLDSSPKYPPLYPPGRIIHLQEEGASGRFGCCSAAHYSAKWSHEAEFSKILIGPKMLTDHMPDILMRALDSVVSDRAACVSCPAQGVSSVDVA
phage Ecoli inh: E. coli growth loss with phage present; growth absorbance; inhibition, % at 11.9 µM; 360,000 tested, 0.26% active; AID 651602; in the data active means inhibition above about 11%
Ecoli viability: counter-screen for AddAB inhibitors: E. coli growth inhibition. 330,000 tested, 0.27% active. inhibition, % at 11.9 µM. AID 449728. E. coli V3065 growth, OD600 absorbance, 18 h;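 active means inhibition above the campaign's mean inhibition across all tested compounds plus 3 SD, cut at about 9.9% in these data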;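 further: uninfected addAB+ strain grown without phage in ampicillin broth; 0% = DMSO wells and 100% = ciprofloxacin 0.95 µg/ml wells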
Tat transport: blocks Tat-dependent protein export in E. coli. AID 488895. inhibition, % at 10 µM. E. coli MC4100 TorA-mCherry Tat export, fluorescence. 340,000 tested, 0.036% active;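 active means mean replicate inhibition at least 50% and at least half of replicates individually reaching 50%; inconclusive means only one of the two criteria met; inactive means neither criterion met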;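 further: exported cargo escapes ClpAP degradation while cytoplasmic cargo is degraded and loses fluorescence; 0% = median of neutral control wells and 100% = median of NaSCN control wells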
AddAB inh: less growth of phage-infected E. coli with AddAB. E. coli expressing H. pylori AddAB, absorbance growth. 330,000 tested, 0.29% active. inhibition, % at 11.9 µM. AID 435030; in the data active means inhibition above about 12%;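 further: 0% = vehicle wells of infected cells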
Wnt act: activates Wnt/beta-catenin signaling in a reporter cell assay | activator, plate reader | activation, % at 9.35 µM | 300,000 tested, 1.2% active | AID 743398; in the data active means activation above about 30%, passing the limit was not always enough; inconclusive means no clear call, values can overlap the other calls;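 further: 0% = neutral control wells and 100% = positive control wells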
PvdQ inh: blocks Pseudomonas aeruginosa PvdQ acylase activity; purified PvdQ acylase, fluorescence plate reader; inhibition, % at 10 µM; 340,000 tested, 0.063% active; in the data active means inhibition above about 30%, passing the limit was not always enough; inconclusive means no clear call, values can overlap the other calls;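 further: 0% = vehicle neutral wells and 100% = reference inhibitor wells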
CAL PDZ FP: inhibitors of human CAL PDZ peptide binding; purified CAL PDZ, TMR-peptide fluorescence polarization, 1 h; 330,000 tested, 0.02% active; inhibition, % at 20 µM; AID 504414;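 active means highest replicate inhibition of at least 40%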;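 further: plate controls were DMSO neutral control wells for no effect and unlabeled competitor peptide control wells for full effect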
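Material: tagged CAL PDZ protein CerCALP, purified; buffer or medium: sodium phosphate/NaCl buffer pH 7.4 with TCEP, IgG, Thesit; also added: fluorescent TMR peptide probe; schedule: 1 h incubation at room temperature before polarization reading; technique: fluorescence polarization from S- and P-plane intensities, G-factor corrected; control set: unlabelled peptide and DMSO controls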
The depositor's hits bear a star.

`COCCNC(=O)c1c(N)n(-c2cccc(C)c2)c2nc3ccccc3nc12` gave Rtt109 Vps75 -3, PfHsp90 yeast 2 -20, DAGLB inhibitor 1, phage Ecoli inh 2.8, Ecoli viability -0.9, Tat transport 20, AddAB inh -1.6, Wnt act -2, PvdQ inh -17 and CAL PDZ FP -0.5.
Screening O=C(NCCCSc1ccccc1)c1cccnc1 returned Rtt109 Vps75 -7, PfHsp90 yeast 2 -3, DAGLB inhibitor 0, phage Ecoli inh 0.6, Tat transport -3, Wnt act 1, PvdQ inh -12 and CAL PDZ FP -0.3.
Cc1ccc(C(=O)N/C(=C\c2cccs2)C(=O)N2CCCCCC2)cc1 was read as Rtt109 Vps75 10, PfHsp90 yeast 2 -3, DAGLB inhibitor -2, phage Ecoli inh 4.6, Ecoli viability -0.5, Tat transport -5, AddAB inh 1.6, PvdQ inh 11 and CAL PDZ FP -0.7.
Screening CC1(c2ccc(OC(F)F)cc2)NC(=O)N(CC(=O)Nc2cccc(S(N)(=O)=O)c2)C1=O (stereo unspecified) returned Rtt109 Vps75 inconclusive, PfHsp90 yeast 2 -5, DAGLB inhibitor 1, phage Ecoli inh 0.5, Ecoli viability 0.5, Tat transport -1, AddAB inh 2.0, Wnt act -1, PvdQ inh 8 and CAL PDZ FP -2.6.
For Cc1ccccc1NS(=O)(=O)c1ccc(C(=O)N2CCC2)cc1 the results were Rtt109 Vps75 -1, PfHsp90 yeast 2 -7, DAGLB inhibitor 1, phage Ecoli inh 4.3, Ecoli viability -1.2, Tat transport -4, AddAB inh -0.7, Wnt act 4, PvdQ inh -14 and CAL PDZ FP -0.4.
Cn1c(=O)c2cn(-c3ccccc3)cc2n(C)c1=O was read as Rtt109 Vps75 -4, PfHsp90 yeast 2 -2, DAGLB inhibitor -1, phage Ecoli inh 2.0, Ecoli viability 1.3, Tat transport 4, AddAB inh 1.3, Wnt act -1 and PvdQ inh -11.
For COc1ccc(C(=O)NC2CCN(Cc3c(F)cccc3Cl)CC2)cc1OC the results were Rtt109 Vps75 -2, PfHsp90 yeast 2 8, DAGLB inhibitor -2, phage Ecoli inh 2.2, Ecoli viability -2.6, Tat transport 2, AddAB inh 3.3, Wnt act -1, PvdQ inh -19 and CAL PDZ FP -2.3.
O=C(O)c1cc(N2N=C(C(F)(F)F)/C(=C/C=C/c3ccco3)C2=O)ccc1Cl was read as Rtt109 Vps75 -7, PfHsp90 yeast 2 -56, DAGLB inhibitor 18, phage Ecoli inh 0.1, Tat transport 8, Wnt act 1 and PvdQ inh -9.
CCOc1ncccc1C(=O)Nc1cc(S(=O)(=O)N2CCCCC2)ccc1Cl was read as Rtt109 Vps75 1, PfHsp90 yeast 2 7, DAGLB inhibitor 0, phage Ecoli inh 0.2, Ecoli viability 0.7, Tat transport -6, AddAB inh 0.8, Wnt act 3, PvdQ inh -5 and CAL PDZ FP 0.9.
`Oc1[nH]c2ccc(Br)cc2c1N=NC(=S)Nc1ccc(F)cc1` gave Rtt109 Vps75 -6, PfHsp90 yeast 2 -50, DAGLB inhibitor 14, phage Ecoli inh -0.4, Ecoli viability -0.8, Tat transport -7, AddAB inh 1.6, Wnt act -11, PvdQ inh -12 and CAL PDZ FP -3.5.
O=C(NCCNC(=O)c1ccccn1)c1ccc(F)cc1 was read as Rtt109 Vps75 -7, PfHsp90 yeast 2 -95, DAGLB inhibitor -4, phage Ecoli inh 2.5, Ecoli viability -0.3, Tat transport 2, AddAB inh 2.5, Wnt act 0, PvdQ inh -12 and CAL PDZ FP -2.7.
Screening Cc1ccnc2nc(C(=O)NCc3ccccc3)nn12 returned Rtt109 Vps75 2, PfHsp90 yeast 2 29, DAGLB inhibitor 0, phage Ecoli inh -1.2, Ecoli viability 0.5, Tat transport 2, AddAB inh 3.2, Wnt act -1, PvdQ inh -13 and CAL PDZ FP 8.0.
CNc1c(N=Cc2cccnc2)c(=O)n(C)c(=O)n1C was read as Rtt109 Vps75 -2, PfHsp90 yeast 2 16, DAGLB inhibitor -4, phage Ecoli inh 3.1, Ecoli viability 0.3, Tat transport 3, AddAB inh -0.2, Wnt act -2, PvdQ inh 11 and CAL PDZ FP -1.2.
Screening CCOc1ccccc1N1CCN(C(=O)CC(C)(C)C)CC1 returned Rtt109 Vps75 -12, DAGLB inhibitor -1, phage Ecoli inh 1.6, Ecoli viability -0.2, Tat transport -4, AddAB inh 3.2, Wnt act 6, PvdQ inh -1 and CAL PDZ FP -0.5.
CC1=NN(c2ccccc2)C(=O)C1N=Nc1ccc(N)cc1 (stereo unspecified) was read as Rtt109 Vps75 17, PfHsp90 yeast 2 -12, DAGLB inhibitor 35*, phage Ecoli inh -1.3, Ecoli viability -1.8, Tat transport -3, AddAB inh -0.5, PvdQ inh 12 and CAL PDZ FP -1.9.
`CCCc1cc(=O)n2[nH]c(NCc3c(Cl)cccc3Cl)nc2n1` gave Rtt109 Vps75 1, PfHsp90 yeast 2 5, DAGLB inhibitor 1, phage Ecoli inh 0.2, Ecoli viability 2.1, Tat transport -4, AddAB inh 4.7, Wnt act -2, PvdQ inh -8 and CAL PDZ FP -1.8.
O=[N+]([O-])c1ccc2ccn(C3OCC(O)C(O)C3O)c2c1 (stereo unspecified) was read as Rtt109 Vps75 7, PfHsp90 yeast 2 -20, DAGLB inhibitor 0, phage Ecoli inh 1.2, Ecoli viability 0.8, Tat transport -1, AddAB inh -1.2, Wnt act -1, PvdQ inh -9 and CAL PDZ FP -1.4.
For CC1(C)NC(C)(C)c2nonc2/C1=N\O the results were Rtt109 Vps75 4, DAGLB inhibitor 2, phage Ecoli inh 1.4, Ecoli viability 1.5, Tat transport -1, AddAB inh 2.1, Wnt act -3 and PvdQ inh -8.
`O=C(NC1CCN(CC(=O)N(c2ccccc2)c2ccccc2)CC1)c1ccc([N+](=O)[O-])cc1` gave Rtt109 Vps75 8, PfHsp90 yeast 2 -3, DAGLB inhibitor 2, phage Ecoli inh 1.5, Ecoli viability 0.2, Tat transport 0, AddAB inh 3.3, Wnt act 12, PvdQ inh 8 and CAL PDZ FP -0.2.
`N#Cc1cccc(NC(=O)CNc2cc(S(=O)(=O)N3CCOCC3)ccc2N2CCCC2)c1` gave Rtt109 Vps75 20, PfHsp90 yeast 2 35, DAGLB inhibitor 2, phage Ecoli inh 2.2, Tat transport 2, Wnt act -3, PvdQ inh -11 and CAL PDZ FP -1.2.
CCOCCOC(=O)COc1ccc2c(-c3ccccc3)cc(=O)oc2c1 was read as Rtt109 Vps75 1, PfHsp90 yeast 2 -10, DAGLB inhibitor -1, phage Ecoli inh 3.7, Ecoli viability -0.7, Tat transport -7, AddAB inh 1.9, Wnt act -1, PvdQ inh -5 and CAL PDZ FP -0.3.
`CCOC(=O)C1CCN(S(=O)(=O)c2cc(Cl)c(C)cc2OC)CC1` gave Rtt109 Vps75 5, PfHsp90 yeast 2 9, DAGLB inhibitor -3, phage Ecoli inh 2.2, Ecoli viability -1.5, Tat transport -1, AddAB inh 3.5, Wnt act -1, PvdQ inh -4 and CAL PDZ FP -1.2.
Screening O=C(C1CCCCC1)N1CCN(c2ccnc3cc(Cl)ccc23)CC1 returned Rtt109 Vps75 5, PfHsp90 yeast 2 -14, DAGLB inhibitor -4, phage Ecoli inh 1.0, Ecoli viability 1.4, Tat transport 8, AddAB inh 2.1, Wnt act 0, PvdQ inh -11 and CAL PDZ FP -0.3.
For COC(=O)C1(C)COP(=O)(NC23CC4CC(CC(C4)C2)C3)OC1 (stereo unspecified) the results were Rtt109 Vps75 0, PfHsp90 yeast 2 20, DAGLB inhibitor -1, phage Ecoli inh 2.2, Tat transport -4, Wnt act -2, PvdQ inh -8 and CAL PDZ FP 0.3.
Screening COc1cccc(C2C(C(=O)c3sc(C)nc3C)=C(O)C(=O)N2CCN2CCOCC2)c1 (stereo unspecified) returned Rtt109 Vps75 -4, PfHsp90 yeast 2 24, DAGLB inhibitor -3, phage Ecoli inh 0.3, Ecoli viability 0.5, Tat transport -6, AddAB inh 2.6, PvdQ inh -8 and CAL PDZ FP -4.2.
Cc1ccccc1-n1c(SCc2cc(=O)n3ccccc3n2)nc2[nH]ncc2c1=O was read as Rtt109 Vps75 11, PfHsp90 yeast 2 -9, DAGLB inhibitor -1, phage Ecoli inh 3.6, Ecoli viability 0.8, Tat transport -3, AddAB inh -1.0, Wnt act 0, PvdQ inh -11 and CAL PDZ FP -2.5.
COc1ccc(Cc2nnc(SCC(=O)c3ccc4c(c3)NC(=O)CO4)o2)cc1 was read as Rtt109 Vps75 4, DAGLB inhibitor 4, phage Ecoli inh 1.5, Ecoli viability 1.9, Tat transport 10, AddAB inh -0.5, Wnt act -1, PvdQ inh -12 and CAL PDZ FP -0.8.
COC(=O)c1ccc(-c2csc(NC(=O)c3c(C)noc3C)n2)cc1 was read as Rtt109 Vps75 1, PfHsp90 yeast 2 2, DAGLB inhibitor 2, phage Ecoli inh 2.8, Tat transport -5, Wnt act 2, PvdQ inh -9 and CAL PDZ FP -2.0.
For CC(=O)N[C@@H](CS)C(=O)O the results were Rtt109 Vps75 -7, PfHsp90 yeast 2 10, DAGLB inhibitor 1, phage Ecoli inh 3.6, Ecoli viability 1.2, Tat transport -4, AddAB inh -1.2, Wnt act 0, PvdQ inh -9 and CAL PDZ FP -0.5.
C=CC[C@@H](CC(=O)N(CCO)Cc1ccccc1)C(=O)N[C@H](COC(=O)[C@H](CC=C)CC(=O)OC(C)(C)C)Cc1c[nH]c2ccccc12 was read as Rtt109 Vps75 8, PfHsp90 yeast 2 -18, DAGLB inhibitor -3, phage Ecoli inh 0.6, Ecoli viability -1.4, Tat transport 15, AddAB inh -0.7, Wnt act -3, PvdQ inh -12 and CAL PDZ FP 0.0.
`C=CCn1c(SC)nnc1-c1cccc([N+](=O)[O-])c1` gave Rtt109 Vps75 -7, PfHsp90 yeast 2 -23, DAGLB inhibitor -2, phage Ecoli inh 3.1, Ecoli viability -1.7, Tat transport -1, AddAB inh 1.7, PvdQ inh -10 and CAL PDZ FP -2.7.
Screening CCN(c1ccccc1)S(=O)(=O)c1ccc(OC)c(NC(=O)Cc2ccccc2OC)c1 returned Rtt109 Vps75 6, PfHsp90 yeast 2 22, DAGLB inhibitor -3, phage Ecoli inh 0.1, Ecoli viability 0.2, Tat transport 8, AddAB inh 1.1, Wnt act -9, PvdQ inh -17 and CAL PDZ FP -0.5.
For C=CCNC(=O)c1cc2c(=O)c3ccccc3oc2nc1C the results were Rtt109 Vps75 -10, PfHsp90 yeast 2 7, DAGLB inhibitor -1, phage Ecoli inh 2.8, Ecoli viability -2.0, Tat transport -5, AddAB inh 2.2, Wnt act 0, PvdQ inh -10 and CAL PDZ FP 0.7.
Screening O=C(Nc1ccc(Br)cc1)c1cccc(NC(=O)C2C3CC4OC(=O)C2C4C3)c1 (stereo unspecified) returned Rtt109 Vps75 4, PfHsp90 yeast 2 -15, DAGLB inhibitor 0, phage Ecoli inh -1.8, Ecoli viability -0.4, Tat transport 0, AddAB inh 0.4, Wnt act 14, PvdQ inh -6 and CAL PDZ FP -3.8.
Cc1ccc(N2C(=O)c3ccccc3C2(O)c2ccccc2)cc1 (stereo unspecified) was read as Rtt109 Vps75 -5, DAGLB inhibitor -1, phage Ecoli inh 1.8, Tat transport 7, Wnt act -4, PvdQ inh -9 and CAL PDZ FP -0.9.
